High-throughput results (PubChem BioAssay)
NS5 inhibitors – Dengue-2 NS5 methyltransferase inhibitors, primary screen, biochemical, confirmation dose response (AID 588689) | Genome polyprotein (Dengue virus type 2 (strain 16681-PDK53)) | Dengue-2 NS5 methyltransferase capping enzyme assay, biochemical; higher % means a stronger effect | inhibition, % at 25 µM, or IC50 in µM where a hit was titrated | 0.3% of 340,000 active; in the data active = a potency from the dose series; inconclusive = inhibition above about 29% without an active follow-up result
XIAP displacement – XIAP antagonists, biochemical, IAP family, fluorescence polarization (AID 1018). E3 ubiquitin-protein ligase XIAP (Homo sapiens). one-dose displacement, % at 20 µM; IC50 in µM for titrated hits. 0.007% of 200,000 active. XIAP BIR domain, fluorescence polarization peptide displacement; higher % means a stronger effect; in the data active = displacement above about 50%; also: a part of the inactive calls stands beside numbers as strong as those of hits
HIV peptide binding – inhibitors of HIV fusion peptide binding, primary screen, biochemical, uHTS, fluorescence dequenching (AID 1986). cell-free peptide binding, fluorescence dequenching, 30 min; higher % means a stronger effect. inhibition, % at 20 µM; hits with a dose series show IC50 in µM. 0.3% of 290,000 active; in the data active = inhibition mostly above about 52%, no sharp cut-off; inactive = mostly below about 76%; also: some results filed as inactive read as strong as hits
MgcRacGAP inhibition – MgcRacGAP GTPase-activating activity inhibitors, confirmation, biochemical, ADP Hunter fluorescence; MgcRacGAP-stimulated Rac1 GTP hydrolysis, ADP Hunter fluorescence; higher % means a stronger effect; GST-tagged Rac1 F28L mutant substrate; AID 624330, 2012; inhibition, % at 30 µM, or IC50 in µM where a hit was titrated; Rac GTPase-activating protein 1 (Homo sapiens); 0.6% of 340,000 active;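 active = first-screen hits whose inhibition reached a set limit at any dose in the follow-up dose series; inconclusive = inhibition above the set first-screen limit but never retested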;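 also: fluorescence reports GDP produced by GAP-driven GTP hydrolysis; strong numbers were not always called active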
SV40 large T antigen – SV40 large T antigen inhibitors, biochemical (AID 1903); 0.39% of 310,000 active; one-dose inhibition, % at 20 µM; IC50 in µM for titrated hits; SV40 large T antigen ATPase/helicase inhibition assay; higher % means a stronger effect; in the data active = a potency from the dose series; inconclusive = inhibition mostly from about 32% at the one dose, without a potency; inactive = the rest, 99 in 100 with inhibition below about 32%; also: strong numbers were not always called active
LYP inhibition – inhibitors of LYP phosphatase, biochemical, fluorescence intensity, uHTS (AID 1779); 0.054% of 290,000 active; recombinant LYP phosphatase, fluorescence intensity; higher % means a stronger effect; one-dose inhibition, % at 11.5 µM; IC50 in µM for titrated hits; Tyrosine-protein phosphatase non-receptor type 22 (Homo sapiens); in the data active = inhibition above about 50%;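 also: plate controls were vehicle with enzyme for no effect and no enzyme for full effect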
AID2073 – inhibitors of Mint1-CaV2.2 protein interaction, biochemical, HTRF (AID 2073). HTRF protein-protein interaction, Mint1-CaV2.2; higher % means a stronger effect. one-dose inhibition, % at 20 µM; IC50 in µM for titrated hits. 0.19% of 290,000 active. Voltage-dependent N-type calcium channel subunit alpha-1B (Homo sapiens); in the data active = inhibition mostly above about 51%, no sharp cut-off; inconclusive = no clear call, values can overlap the other calls; inactive = mostly below about 53%; also: some results filed as inactive read as strong as hits
RSV antiviral HEp-2 – RSV antiviral activity via CPE protection, HEp-2 cells, primary 10 µM value included (AID 2391); HEp-2 cells, RSV-induced CPE inhibition; higher % means a stronger effect; one-dose CPE inhibition, % at 10 µM; IC50 in µM for titrated hits; 0.13% of 310,000 active; in the data active = a potency from the dose series; inconclusive = CPE inhibition mostly from about 23% at the one dose, without a potency; inactive = the rest, 99 in 100 with CPE inhibition below about 21%; also: strong numbers were not always called active
Siah-1 displacement – Siah-1 peptide-binding antagonists, primary screen, biochemical, fluorescence polarization, rhodamine-plectin, uHTS (AID 1817). E3 ubiquitin-protein ligase SIAH1 (Homo sapiens). Siah-1 / rhodamine-plectin peptide fluorescence polarization; higher % means a stronger effect. one-dose displacement, % at 20 µM; IC50 in µM for titrated hits. 0.02% of 290,000 active;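 active = displacement of at least 50% at 20 µM, with a fluorescence ratio check between 0.3 and a set limit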;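 also: plate controls were Siah plus tracer with DMSO for no effect and tracer alone without Siah for full effect; strong numbers were not always called active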
NS5 inhibitors pilot replicate – also measured in NS5 inhibitors; calls as there; inhibition, %; measured here: pilot screen replicate inhibition
Numbers without * were called inactive; ? = inconclusive; / = no result given.

SMILES	NS5 inhibitors	XIAP displacement	HIV peptide binding	MgcRacGAP inhibition	SV40 large T antigen	LYP inhibition	AID2073	RSV antiviral HEp-2	Siah-1 displacement	others
CCN(CC(=O)NC(C)(C)C)C(=O)C(c1ccccc1)c1ccccc1	-5%	-2.3%	0.2%	-8%	-2%	-5%	4%	-0.5%	0%
C/C(=N\NC(=O)c1cc(-c2ccc(C)s2)[nH]n1)c1ccncc1	6%	/	0.2%	12%	9%	3%	?	1.0%	4%
CCOC(=O)c1cnc(-c2ccccc2)nc1C(F)(F)F	-4%	-8.2%	-0.6%	2%	26%	-1%	8%	2.7%	3%
O=C1Nc2ccccc2N(O)N1c1ccc(S(=O)(=O)N2CCCCCC2)cc1	-1%	-5.4%	0.1%	10%	6%	-2%	9%	1.8%	1%
CNS(=O)(=O)c1ccc2c(c1)oc(=O)c1cc(S(=O)(=O)NC)ccc12	-11%	-6.3%	0.3%	-13%	25%	-7%	19%	-0.1%	6%
CCc1ccc(-n2c(SCC(=O)N3Cc4ccccc4CC3C(=O)O)nnc2-c2ccncc2)cc1 (stereo not drawn)	-6%	/	1.6%	8%	20%	-4%	-27%	1.8%	-1%
NNC(=O)CS(=O)(=O)CS(=O)(=O)CC(=O)NN	-2%	/	0.1%	-1%	6%	-10%	-3%	0.6%	0%
CCCCC(=O)Nc1nc(C)c(-c2csc(Nc3cc(OC)ccc3OC)n2)s1	-2%	-5.1%	4.3%	8%	14%	-1%	0%	4.5%	8%
Cc1cc(C)n(CCCNC(=O)CCNS(=O)(=O)c2ccccc2C(F)(F)F)n1	2%	/	0.5%	7%	10%	-1%	15%	1.8%	0%
CC(=O)c1ccc(S(=O)(=O)N2CCC(c3nc4ccccc4[nH]3)CC2)cc1	0%	/	0.0%	-1%	8%	-8%	-14%	0.1%	11%
CCC1CCCCN1C(=O)COc1ccc(F)cc1 (stereo not drawn)	1%	-3.3%	0.5%	1%	-29%	-1%	38%	0.5%	3%
Cc1ccc(OCC(=O)N(C)CC(=O)Nc2ccc(N3CCOCC3)cc2)cc1	-4%	/	/	4%	8%	/	/	-1.8%	/
CCn1c(=N)c(S(=O)(=O)c2ccc(C)cc2)cc2c(=O)n3ccccc3nc21	/	-3.1%	4.1%	/	3%	-64%	11%	0.5%	1%
Cc1cccc(NC(=O)C2CC(=O)n3ncnc3N2)c1 (stereo not drawn)	/	/	2.0%	/	4%	-9%	3%	2.0%	-2%
O=S(=O)(Nc1ccc(N2CCCCC2)cc1)c1ccccc1	2%	-5.4%	-1.8%	14%	28%	-3%	-41%	3.0%	-7%
Cc1cc2c(cc1S(=O)(=O)N(C)Cc1ccccc1)n(C)c(=O)c(=O)n2C	-1%	/	-1.0%	1%	/	-4%	18%	5.5%	-4%
COc1cccc(-c2cc(C(=O)NCC3CCCO3)on2)c1 (stereo not drawn)	-6%	/	0.8%	-3%	0%	-11%	3%	0.7%	2%
Nc1c(Cl)cc(C2=NCCn3c2c2ccccc2[n+]3[O-])cc1Cl	-7%	/	/	8%	4%	/	/	-1.9%	/
COC(=O)N/N=C/c1sc(N2CCCCC2)nc1-c1cccs1	-4%	-10%	1.0%	7%	21%	6%	13%	4.1%	-4%
Cc1nn(C(C)C(=O)N2CCN(c3ccccn3)CC2)c(=O)c2cc3occc3n12 (stereo not drawn)	-7%	-7.1%	-0.1%	14%	5%	-3%	-2%	0.6%	-7%
CSc1nc(-c2ccc(N(C)C)cc2)c(C#N)c(=O)n1C	2%	-4.7%	5.4%	12%	10%	2%	8%	2.0%	4%
Cc1nc(SCC(=O)N2CCN(c3ccccc3)CC2)c2oc3ccccc3c2n1	-3%	-5.7%	-5.5%	22%	14%	1%	1%	12%	-4%
Cc1cc2oc(=O)cc(CN3CCN(Cc4ccccc4)CC3)c2cc1Cl	-20%	-6.5%	3.7%	3%	12%	-8%	-2%	0.1%	-4%
O=[N+]([O-])c1ccc(OCC(O)CN(CCO)CCO)cc1 (stereo not drawn)	-5%	-3.8%	-0.2%	8%	8%	-8%	0%	0.8%	9%
Nc1nc2nc(-c3ccc(Cl)cc3)cc(C(F)(F)F)n2n1	-3%	-4.0%	0.3%	6%	3%	-21%	32%	3.5%	-8%
COc1ccccc1N1CCN(C(=S)NC(=O)/C=C/c2ccccc2)CC1	-6%	/	0.2%	5%	8%	-1%	-4%	2.9%	2%
C=CCN1C(=O)c2cccc3c(N4CCCCC4)ccc(c23)C1=O	?	-3.1%	148%	1%	24%	-1%	53%*	1.8%	3%
CC(C)(C)NC(=O)c1ccc(COc2ccccc2Br)o1	-3%	-4.3%	-2.8%	11%	1%	-4%	-5%	0.7%	2%
O=C(Cn1c(=O)oc2cc(S(=O)(=O)N3CCCC3)ccc21)N1CCN(c2ccccc2)CC1	0%	-5.7%	-0.2%	5%	0%	-6%	-2%	2.2%	-1%
Cc1ccccc1NC(=O)/C=C/c1ccc([N+](=O)[O-])s1	-25%	-12%	7.4%	13%	7%	1%	-11%	-1.5%	7%
CC(=O)NC(Cc1c[nH]c2ccccc12)C(=O)N1CCc2ccccc2C1 (stereo not drawn)	-5%	-0.6%	-2.5%	5%	3%	-7%	-3%	1.0%	2%
CCOc1ccc(Nc2ncnc3c2cnn3Cc2ccccc2)cc1	1%	-22%	0.4%	6%	-3%	-1%	-6%	20%	-1%
Nc1nc(NCc2ccco2)nc(N2CCCCCC2)c1[N+](=O)[O-]	1%	-2.5%	-2.6%	0%	7%	-4%	2%	3.2%	0%
CCOC(=O)c1c(C)cccc1OCC(N)=O	-4%	-6.0%	0.6%	9%	4%	0%	8%	1.2%	-3%
Cc1cccc(C(C)C)c1NC(=O)COC(=O)Cc1ccsc1	1%	23%	-1.3%	4%	4%	-5%	4%	0.3%	5%
CN(CC1CCCN(CCc2cccc(C(F)(F)F)c2)C1)C(=O)c1ccco1 (stereo not drawn)	-3%	/	-0.3%	4%	15%	-11%	10%	-1.1%	-2%
Cc1cc(C(=O)Nc2ccc(CC(=O)O)cc2)c(C)o1	-19%	/	1.9%	1%	7%	-8%	48%	0.7%	15%
O=C(COc1ccc([N+](=O)[O-])cc1)Nn1cnnc1	/	-9.4%	-0.3%	/	0%	-1%	8%	-0.2%	6%
NC(=O)COC(=O)c1ccccc1Oc1ccccc1	-17%	-2.1%	0.5%	0%	13%	-8%	0%	-0.9%	-5%
O=C(Cn1c(=O)oc2cc(S(=O)(=O)N3CCCCCC3)ccc21)NC1CCCCCCC1	-3%	-5.4%	22%	5%	-3%	-4%	0%	0.4%	10%
COc1ccccc1OCC(=O)NNC(=O)Nc1ccccc1	5%	/	/	14%	10%	/	/	0.0%	/
O=C(COC(=O)/C=C/c1cccc(Cl)c1)NCCc1ccc(Cl)cc1Cl	-2%	0.0%	1.5%	2%	13%	-4%	5%	1.8%	-5%
CC(=O)c1sc(NC(=O)c2ccc3c(c2)OCO3)nc1C	-2%	/	-1.6%	4%	-6%	0%	-2%	-0.2%	0%
Cc1cccc(N(CC(=O)NC2CCCC2)C(=O)CS(=O)CC(=O)Nc2ccc3c(c2)OCO3)c1 (stereo not drawn)	-3%	2.5%	1.4%	6%	-2%	-3%	-3%	1.9%	5%
CC1CN(c2nc3c(c(=O)n(C)c(=O)n3C)n2Cc2c(F)cccc2Cl)CC(C)O1 (stereo not drawn)	-5%	-5.2%	2.6%	7%	3%	2%	9%	-1.6%	-1%	NS5 inhibitors pilot replicate=-0.6
CC(=O)Nc1cc(NC(=O)C2C3C=CC(C3)C2C(=O)O)ccc1Cl (stereo not drawn)	5%	-6.2%	1.0%	0%	2%	-4%	10%	0.7%	6%
CC(C)c1ccc(OCC(=O)Nc2c3c(nn2C(C)(C)C)CS(=O)(=O)C3)cc1	-1%	/	/	4%	-1%	/	/	-0.3%	/
COc1ccc(OC)c(NC(=O)CCn2cccc2)c1	5%	-0.3%	5.5%	11%	2%	-5%	-8%	0.7%	4%
O=C(c1ccc(Cl)c(S(=O)(=O)N2CCOCC2)c1)N1CCCCCC1	-12%	/	-0.8%	4%	8%	-8%	6%	1.5%	2%
O=C(Cc1cccs1)Nc1ccc(Cl)cc1	-11%	-5.9%	-0.5%	8%	21%	-8%	-1%	1.7%	0%

Later entries:
SMILES	NS5 inhibitors	XIAP displacement	HIV peptide binding	MgcRacGAP inhibition	SV40 large T antigen	LYP inhibition	AID2073	RSV antiviral HEp-2	Siah-1 displacement	others
CCOc1ccccc1NC(=O)COC(=O)c1cccc(-c2ccc(OC(C)=O)cc2)c1	1%	-5.5%	0.8%	8%	77%	2%	11%	2.4%	8%
Cc1ccc(S(=O)(=O)CCSc2nccn2C)cc1	5%	/	-1.0%	3%	-1%	-7%	16%	0.4%	-2%
CC(C)c1cc(C(=O)N/N=C/c2ccco2)n[nH]1	-5%	0.9%	0.1%	0%	6%	-5%	-6%	0.3%	4%
COc1ccccc1NC(=O)CSc1nnc(-c2ccco2)o1	2%	-3.4%	0.4%	13%	-4%	-2%	-5%	1.1%	0%
CC(C)Cc1nnc(NC(=O)c2cc3c(s2)CCC3)s1	-5%	/	-0.7%	10%	14%	-4%	27%	-2.4%	8%
CCc1c(C)nc2c(OC)cccc2c1SCCC(=O)O	-6%	-9.9%	-0.2%	10%	2%	-6%	6%	0.7%	5%
CCOC(=O)C1(S(=O)(=O)c2ccc(Cl)cc2)CCN(Cc2ccccc2)CC1	1%	-3.8%	-2.4%	0%	-1%	-7%	-11%	2.0%	-4%	NS5 inhibitors pilot replicate=0.0
CCC(C)c1ccc(N(C(=O)c2ccco2)C(C(=O)NC2CCCC2)c2cccnc2)cc1 (stereo not drawn)	-4%	/	-0.4%	6%	6%	-7%	5%	7.7%	-2%
Cc1cc(=O)[nH]c(N/N=C/c2cccs2)n1	-5%	-1.0%	-1.0%	9%	15%	-1%	1%	3.1%	4%
CC(=O)[C@@H]1[C@@H]2C(=O)N(C3CCCCC3)C(=O)[C@@H]2C2c3ccccc3C=CN21 (stereo partly drawn)	/	-6.6%	13%	/	3%	-4%	5%	2.0%	4%

3 entries picked at random from the list so far, as already listed:
SMILES	NS5 inhibitors	XIAP displacement	HIV peptide binding	MgcRacGAP inhibition	SV40 large T antigen	LYP inhibition	AID2073	RSV antiviral HEp-2	Siah-1 displacement	others
CC(=O)[C@@H]1[C@@H]2C(=O)N(C3CCCCC3)C(=O)[C@@H]2C2c3ccccc3C=CN21 (stereo partly drawn)	/	-6.6%	13%	/	3%	-4%	5%	2.0%	4%
Cc1ccc(S(=O)(=O)CCSc2nccn2C)cc1	5%	/	-1.0%	3%	-1%	-7%	16%	0.4%	-2%
CCc1c(C)nc2c(OC)cccc2c1SCCC(=O)O	-6%	-9.9%	-0.2%	10%	2%	-6%	6%	0.7%	5%
